Compound activity: PubChem, several laboratories
VIM-2 inhibitor: blocks Pseudomonas aeruginosa VIM-2 metallo-beta-lactamase; purified VIM-2, nitrocefin hydrolysis, epi-absorbance fluorescence; inhibition, % at 5.6 µM; 0.89% of 290,000 active;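 active means inhibition above the mean of all tested compounds plus 3 SD, cutoff set per screening run, cut at about 7.5% in these data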;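 further: red hydrolysis product quenches plate fluorescence so inhibitors raise well fluorescence; 0% = enzyme with DMSO and 100% = DMSO without enzyme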
IDE inh: inhibitors of human insulin-degrading enzyme in cells | P14735 | HEK cells, FAbetaB cleavage, fluorescence polarization | inhibition, % at 5.59 µM | 0.41% of 320,000 active | AID 434962;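 active means percent inhibition above the average of all tested compounds plus 3 SD, set per screening campaign, cut at about 16% in these data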;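 further: IDE supplied by intact live HEK cells; FP after avidin binding of uncleaved biotin substrate so inhibition keeps polarization high; 0% = DMSO wells and 100% = 60 µM reference IDE inhibitor Ii1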
NS3 helicase inh: blocks Hepatitis C virus NS3 helicase unwinding | NS3 helicase DNA unwinding, Cy5 molecular beacon fluorescence | inhibition, % at 10.9 µM | 0.56% of 290,000 active;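 active means inhibition above the mean of all tested compounds plus 3 SD, set per campaign, cut at about 35% in these data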;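 further: 0% = DMSO wells and 100% = thioflavine S control wells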
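Measured by: Cy5 fluorescence, 0 and 60 min reads / Assay system: NS3 helicase fragment of HCV / Control set: low DMSO, high thioflavine S at 110 µM / Times: 1 h reaction at 25 °C, ATP-initiated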
IDE cell activ: boosts human insulin-degrading enzyme activity in HEK cells | P14735 | FAbeta-B cleavage, fluorescence polarization; 0% vehicle, 100% cell-free pure enzyme wells | activation, % at 5.96 µM | 0.073% of 340,000 active | AID 493087;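 active means activation above the mean of all tested compounds plus 3 SD, set per screening campaign, cut at about 17% in these data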
CRFR2-BP antag: blocks CRF-induced signaling of the CRF-BP/CRF-R2 complex. HEK293 CRF-R2/CRF-BP, CRF-induced calcium fluorescence. inhibition, % at 11.8 µM. 0.59% of 350,000 active. AID 588475;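 active means inhibition of the ligand-induced calcium signal above about 50% at the single tested concentration, limit read from the data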
GalR3 antag: blocks the human galanin receptor 3. inhibition, % at 3 µM. HEK293 GalR3-CNG cAMP membrane potential fluorescence; galR3 body fused to GalR1 C-terminus. 0.44% of 360,000 active. O60755;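 active means inhibition above the screen-wide average plus 3 SD, cut at about 13% in these data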;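 further: forskolin and galanin both at EC90 stimulate the cells; cAMP rise reported by CNG channel membrane potential dye signal; 0% = forskolin plus galanin with DMSO and 100% = forskolin alone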
Target sequence (O60755 1-299 limits assumed): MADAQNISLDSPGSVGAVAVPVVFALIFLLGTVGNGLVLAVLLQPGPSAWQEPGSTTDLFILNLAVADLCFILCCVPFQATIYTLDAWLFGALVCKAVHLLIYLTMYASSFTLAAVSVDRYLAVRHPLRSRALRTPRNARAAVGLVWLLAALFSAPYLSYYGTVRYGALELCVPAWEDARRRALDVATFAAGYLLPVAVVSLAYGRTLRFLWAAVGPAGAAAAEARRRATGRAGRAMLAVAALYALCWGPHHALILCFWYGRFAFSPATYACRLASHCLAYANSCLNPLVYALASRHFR
IMP-1 inh: blocks Pseudomonas aeruginosa IMP-1 metallo-beta-lactamase | purified IMP-1, nitrocefin hydrolysis, epi-absorbance fluorescence | inhibition, % at 5.6 µM | 0.45% of 290,000 active;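 active means inhibition above the mean plus 3 SD of all compounds in the same screening run, cut at about 4.5% in these data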;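 further: 0% = IMP-1 with DMSO and 100% = DMSO wells lacking enzyme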
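System: Purified recombinant IMP-1 metallo-beta-lactamase enzyme | Measured by: Fluorescence quenching readout, ex 480/em 530 nm | Replication: Singlicate | Incubation: 15 min preincubation plus 25 min reaction at 25 °C | Evaluation: Percent inhibition from optical density relative to buffer-blank wells | Benchmarks: DMSO with and without IMP-1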
SUMO HTRF inh: blocks human SUMOylation mediated by UBC9; P63279; HTRF SUMOylation assay, SAE1/SAE2 + UBC9, in vitro; inhibition, % at 35 µM; 0.36% of 290,000 active; AID 2006; in the data active means inhibition above about 50%, passing the limit was not always enough; further: strong numbers were not always called active
Target sequence (P63279 whole entry, looked up): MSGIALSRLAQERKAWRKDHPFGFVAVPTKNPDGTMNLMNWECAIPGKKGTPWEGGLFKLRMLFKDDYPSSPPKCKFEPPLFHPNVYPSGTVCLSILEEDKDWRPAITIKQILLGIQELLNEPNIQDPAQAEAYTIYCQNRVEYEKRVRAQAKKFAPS
p-CIP stab down: p/CIP protein destabilization; F442A p/CIP-EGFP cells, EGFP fluorescence, 16 h; decrease of EGFP signal, % at 10 µM; 0.01% of 290,000 active; AID 1984;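 active means EGFP signal decrease of at least 30% at 10 µM or well 3 SD below plate mean, unless failing retest; inactive means the rest, including hits failing retest or dose response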; further: some compounds called inactive have numbers as strong as hits; many of its hits are not listed in these tables
The depositor's hits bear a star; · = not tested or not shown.

Start of the listing, in advance:
SMILES,VIM-2 inhibitor,IDE inh,NS3 helicase inh,IDE cell activ,CRFR2-BP antag,GalR3 antag,IMP-1 inh,SUMO HTRF inh,p-CIP stab down
Clc1cccc(CSc2nnc([C@@H]3CCCN3)o2)c1,1.9,4,-1,2,6,-1,2.0,4,-14
NS(=O)(=O)c1ccc(CCNC(=O)COC(=O)/C=C/c2ccc(Cl)cc2)cc1,-2.9,-1,19,-6,-17,-3,-2.7,5,3
COc1ccc(OC)c(N/C(=N/c2nc(C)cc(C)n2)NC(C)=O)c1,-1.4,-4,2,7,-9,0,-2.9,6,-4
Cc1ccc(C2C(C#N)=C(N)OC3=C2C(=O)CCC3)s1 (stereo not drawn),-0.3,-1,12,1,-7,-2,0.5,8,-14
COC(=O)c1cc(CSc2nnc(-c3ccccc3)c(-c3ccccc3)n2)oc1C,-2.3,9,10,2,12,3,-2.0,31,-17
O=C(C1CCCN1S(=O)(=O)c1ccc(Br)cc1)N1CCOCC1 (stereo not drawn),0.9,1,-3,2,13,5,-0.2,14,-7
Cc1cc(C)nc(N2CCC(C(=O)Nc3nnc(C)s3)CC2)n1,-3.8,4,-2,1,-22,-3,-1.1,32,-4
COc1ccc(CCNC(=O)c2ccc(Cl)c(S(=O)(=O)N(C)c3ccccc3)c2)cc1,-1.3,18*,-13,-8,-7,-4,-2.5,4,-13
COc1ccc(S(=O)(=O)N2CCN(CCO)CC2)cc1-c1nnc2c3ccccc3c(C)nn12,2.5,-1,-8,5,10,11,-1.7,8,-7

This part in full (from the top)
SMILES,VIM-2 inhibitor,IDE inh,NS3 helicase inh,IDE cell activ,CRFR2-BP antag,GalR3 antag,IMP-1 inh,SUMO HTRF inh,p-CIP stab down
Clc1cccc(CSc2nnc([C@@H]3CCCN3)o2)c1,1.9,4,-1,2,6,-1,2.0,4,-14
NS(=O)(=O)c1ccc(CCNC(=O)COC(=O)/C=C/c2ccc(Cl)cc2)cc1,-2.9,-1,19,-6,-17,-3,-2.7,5,3
COc1ccc(OC)c(N/C(=N/c2nc(C)cc(C)n2)NC(C)=O)c1,-1.4,-4,2,7,-9,0,-2.9,6,-4
Cc1ccc(C2C(C#N)=C(N)OC3=C2C(=O)CCC3)s1 (stereo not drawn),-0.3,-1,12,1,-7,-2,0.5,8,-14
COC(=O)c1cc(CSc2nnc(-c3ccccc3)c(-c3ccccc3)n2)oc1C,-2.3,9,10,2,12,3,-2.0,31,-17
O=C(C1CCCN1S(=O)(=O)c1ccc(Br)cc1)N1CCOCC1 (stereo not drawn),0.9,1,-3,2,13,5,-0.2,14,-7
Cc1cc(C)nc(N2CCC(C(=O)Nc3nnc(C)s3)CC2)n1,-3.8,4,-2,1,-22,-3,-1.1,32,-4
COc1ccc(CCNC(=O)c2ccc(Cl)c(S(=O)(=O)N(C)c3ccccc3)c2)cc1,-1.3,18*,-13,-8,-7,-4,-2.5,4,-13
COc1ccc(S(=O)(=O)N2CCN(CCO)CC2)cc1-c1nnc2c3ccccc3c(C)nn12,2.5,-1,-8,5,10,11,-1.7,8,-7
Cc1cc(NC(=O)CSc2ccc3nnc(CCNS(=O)(=O)c4ccccc4)n3n2)no1,-2.7,4,5,0,5,-5,-2.0,4,-2
Cc1ccc(N(C(=O)C(F)(F)F)C(C(=O)NC2CCCCC2)c2cccs2)cc1C (stereo not drawn),-3.2,-1,-13,3,3,-1,-2.4,10,-3
COc1cccc(CC2(CO)CCN(Cc3ccc4cccc(F)c4n3)CC2)c1,-3.6,-2,-4,1,3,-5,-3.1,10,-10
COc1ccc(N2CC(C(=O)N[C@@H](C)C(=O)N3CCCCC3)CC2=O)cc1 (stereo partly drawn),-1.8,2,1,-2,-7,-1,-2.9,·,5
O=C(CCc1nc2ccccc2c(=O)[nH]1)Nc1cc(C(F)(F)F)ccc1N1CCCC1,·,-1,·,-1,2,-7,·,·,·
N#CCCN1CCN(S(=O)(=O)c2ccc(S(=O)(=O)N3CCCCCC3)cc2)CC1,2.3,9,-6,6,26,1,0.0,-2,-2
COC(=O)c1ccc(Oc2nc(SC)nc(N(C)C)n2)cc1,2.7,2,-1,·,1,-4,-1.0,9,-64
COc1cc([N+](=O)[O-])cc2sc(NC(C)=O)nc12,-0.8,3,15,2,7,-6,-2.2,14,-10
CC1Nc2ncnc(N3CCN(c4ccccc4)CC3)c2N(Cc2ccc(Cl)cc2)C1=O (stereo not drawn),·,1,·,4,-12,-7,·,·,·
COC(=O)C1=CNC=C(C(=O)OC)C1c1ccc(C(=O)OC)cc1,-3.1,1,3,3,3,-5,-0.9,6,-8
CCCCNC(=O)CSc1nc2ccsc2c(=O)n1CCCC(=O)NCCc1ccc(S(N)(=O)=O)cc1,-3.0,2,4,1,7,3,0.8,8,2
CCOc1ccc(CCNC(=O)c2ccc(CS(=O)Cc3ccccc3Cl)o2)cc1 (stereo not drawn),-0.3,8,-4,-6,24,-2,-0.4,6,-9
COc1ccc(CN2CCN(CCCc3ccccc3)C(CCO)C2)cc1OC (stereo not drawn),-0.4,3,-5,9,-1,0,-1.2,4,-6
O=C(Nc1ccc(S(=O)(=O)Nc2ncccn2)cc1)c1ccc(Br)s1,-1.8,2,4,3,-2,2,-2.3,31,-5
CC(=O)O[C@@]1(C)C[C@@H](O)[C@]2(O)C=CO[C@@H](O[C@@H]3O[C@H](CO)[C@@H](O)[C@H](O)[C@H]3O)[C@@H]21,·,7,·,-5,6,-3,·,·,·
Cc1ccccc1NC(=O)C1C2C=CC(C3CC23)C1C(=O)O (stereo not drawn),-0.2,7,2,1,-22,-4,-0.8,6,-10
COc1ccc(Nc2ccc(S(=O)(=O)N3CCCCC3)cc2[N+](=O)[O-])cc1Cl,-3.7,2,-4,7,21,-1,-4.5,12,-17
Cc1ccc(C(=O)COC(=O)CNC(=O)c2ccc(Br)o2)cc1[N+](=O)[O-],-0.3,3,-4,5,-16,-2,-1.8,17,-8
Cc1cc(C=C2C(=O)CCCC2=O)c(C)n1-c1ccccc1,-1.2,-1,25,0,18,-2,-0.2,1,-12
COc1ccc(/[N+]([O-])=C/c2ccoc2)cc1,·,0,·,-2,3,-3,·,·,·
CC1C(=O)N2CCCc3cc(S(=O)(=O)N(C)CCC#N)cc1c32 (stereo not drawn),-1.7,-3,7,-6,-6,-4,-0.2,22,-3
COc1ccc(-c2cc3c(=O)n(CC(=O)N4CCCCC4)ncn3n2)cc1,-0.3,3,-13,1,-3,-9,-1.2,6,-5
COc1cc(-c2noc(CCCC(=O)Nc3cccnc3)n2)cc(OC)c1OC,-2.5,16*,-14,5,1,-5,-0.9,0,-5
Cc1nn(-c2ccccc2)c(NC(=O)C(C)C)c(-c2ccccc2)c1=O,-1.0,-3,0,·,8,-2,-1.8,-9,8
O=c1cc(C(F)(F)F)[nH]c2ccc(C(F)(F)F)cc12,-0.1,4,-5,-1,34,-3,-3.2,19,-37
CCN(CC)CCN1C(=O)C(=O)/C(=C(/O)c2ccc(F)cc2)C1c1ccncc1 (stereo not drawn),-0.6,-1,6,-1,13,0,-0.4,6,-4
CC(NC(=O)C1CCCN(S(=O)(=O)c2cccs2)C1)c1ccccc1 (stereo not drawn),-5.8,3,0,0,-10,-1,-1.2,-3,-23
CCOC(=O)COc1cccc2c(=O)n(CC(=O)N3CCC(C)CC3)ccc12,-1.9,0,-4,0,-3,·,-2.5,6,-7
O=c1oc2ccccc2c(N2CCCCC2)c1CN1CCCC1,-1.7,-5,-1,4,7,-4,-3.5,11,-2
O=C1CSC(=S)N1/N=C/c1ccc(O)c([N+](=O)[O-])c1,-1.6,·,18,-4,19,·,10*,10,-2
Cc1ccc(NC(=O)/C(=C/c2ccncc2)NC(=O)c2ccccc2)cc1,-4.3,-2,8,1,41,-2,-0.2,10,-16
O=C(CN1CCN(Cc2ccccc2)CC1)Nc1cccc(Cl)c1,-3.2,3,-2,3,8,-11,-2.6,-4,0
CCc1nc(C)cn1S(=O)(=O)c1cc(Br)c(C)cc1OC,-5.6,-1,-6,3,18,-2,-2.0,-3,-11
Cc1ccc(N2CC(C(=O)OCc3ccccc3)CC2=O)cc1 (stereo not drawn),-2.3,-2,-5,7,19,-3,-3.0,2,-8
CCN(C[C@H]1N[C@@](Cc2ccccc2)(C(=O)OC)[C@H]2C(=O)N(Cc3ccccc3)C(=O)[C@@H]12)S(=O)(=O)c1ccc(OC(F)(F)F)cc1,·,0,·,0,1,-6,·,·,·
CCn1cc(-c2nnnn2-c2ccc(Cl)cc2)c(=O)c2ccccc21,0.5,-5,-2,3,0,-6,-1.2,-8,0
CCC(CC)NC(=O)C1CCN(c2ccc(S(=O)(=O)N3CCOCC3)cc2[N+](=O)[O-])CC1,·,1,·,-2,0,-3,·,·,·
COc1ccc(NC(=O)CC2C(=O)OCC3CCCCN32)cc1Cl (stereo not drawn),-0.9,10,15,-4,15,4,-0.4,22,-11
COc1ccc(C)c2sc(=NC(=O)c3ccc(C(C)=O)cc3)n(C)c12,-1.1,-1,8,0,7,-3,-3.3,35,-11
CC(C)C(=O)NNC(=O)c1c(O)c2ccccc2[nH]c1=O,-2.3,-2,0,1,0,-3,-2.0,-6,-2
